Screening data deposited in PubChem BioAssay by National Center for Advancing Translational Sciences (NCATS).
BRCA1 expr up: BRCA1 expression activation; MCF7-BRCA1-FFLuc reporter, luminescence, 48 h; response scale: scaled: vehicle 0%, 10 µM genistein 100%; Potency, µM (series often up to 46.1 µM), for the others: at the top dose activation, usual class: activators; 380,000 compounds, 1.1% hits; AID 624202; also: nearly all actives have a fitted effect of over 80% in size; some results filed as inactive show a strong effect at the top dose
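MCF7 cells carrying a BRCA1-firefly luciferase reporter (2000 cells/well, phenol-red free MEM) were attached for 2 h at 37 °C, then given compounds for 48 h. Luminescence was read 15 min after luciferase reagent; activity normalized to genistein (10 microM) and DMSO.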
ELG1 genotox: genotoxicity induction in ELG1-luciferase HEK293T cells; HEK293T ELG1-luciferase reporter, luminescence, 16 h; Potency, µM (series often up to 46 µM), for the others: at the highest dose activity change, positive = activation, actives largely listed as activators; 330,000 compounds, 1.3% hits; AID 504466; also: % of control where 0% means no effect; nearly all actives have a fitted effect of over 60% in size
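Step 1: seed 2,000 HEK293T ELG1-luciferase cells per well. Step 2: add compound or DMSO, incubate 16 hr at 37 °C. Step 3: ONE-Glo, 30 min at room temperature, read luminescence.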
Rab9 promoter act: activates the Rab9 promoter; Potency, µM (doses to about 9.22 µM), without a hit: top-dose activation, negative = inhibition, most hits filed as activators; Huh7 Rab9 promoter-luciferase reporter, luminescence, 24 h; 320,000 compounds, 2.8% hits; also: % of control where 0% means no effect; nearly all actives have a fitted effect of over 60% in size
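Luminescence from Amplite-detected luciferase (10 minutes, ambient) reports Rab9 promoter activation. Before that, stable Rab9-luciferase Huh7 cells (1500/well, reduced-serum OP-MEM I plus 10% FBS) were exposed to compound for 24 hours at 37C.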
RORg inh: inhibitors of mouse ROR gamma transcriptional activity; 310,000 compounds, 5.4% hits; Potency, µM (highest dose often 53.6 µM), inactives show top-dose activity change, negative = inhibition, most hits filed as inhibitors; Drosophila S2 Gal4-RORgamma UAS-luciferase reporter, 20 h; AID 2551; P51450; also: % is scaled to controls: 0 for no effect and ±100 for the full control effect; nearly all actives have a fitted effect of over 60% in size
Target sequence (P51450 whole entry, looked up, the tested form may be a part): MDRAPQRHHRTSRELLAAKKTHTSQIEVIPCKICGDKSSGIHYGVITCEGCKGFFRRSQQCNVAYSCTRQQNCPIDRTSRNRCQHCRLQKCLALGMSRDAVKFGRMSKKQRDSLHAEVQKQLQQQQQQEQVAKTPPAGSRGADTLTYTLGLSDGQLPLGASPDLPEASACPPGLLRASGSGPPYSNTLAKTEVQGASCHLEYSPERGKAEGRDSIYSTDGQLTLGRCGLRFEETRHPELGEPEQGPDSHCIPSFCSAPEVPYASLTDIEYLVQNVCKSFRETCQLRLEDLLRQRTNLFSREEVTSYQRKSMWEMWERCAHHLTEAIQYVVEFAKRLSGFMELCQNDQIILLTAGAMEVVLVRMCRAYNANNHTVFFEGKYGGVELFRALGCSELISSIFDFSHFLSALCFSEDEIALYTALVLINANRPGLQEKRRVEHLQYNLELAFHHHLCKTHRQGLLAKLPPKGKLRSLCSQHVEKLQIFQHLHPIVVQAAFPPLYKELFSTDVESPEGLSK
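Stable Schneider cell line, Gal4 DNA-binding domain fused to ROR gamma, UAS-luciferase. Cmpd 1 hr RT → CuSO4 700 uM final → 20 hr RT → luciferase reagent 10 min → luminescence.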
NPC1 prom act: activators of NPC1 promoter; Huh7 NPC1 promoter luciferase reporter, 24 h; Potency, µM (doses to about 9.22 µM), for inactives: top-dose activation, usual class: activators; 320,000 compounds, 2.4% hits; AID 485313;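 also: % of control where 0% means no effect; nearly all actives have a fitted effect of over 60% in size; reporter is driven by a mutant NPC1 promoter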
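In 1536-well qHTS, Huh7 cells harboring an NPC1 promoter–luciferase construct received compound for 24 h; activation was quantified by luminescence following luciferase reagent addition.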
uPA surface inh: cell surface uPA generation inhibition; cell surface uPA generation assay, qHTS; Potency, µM (titrated, usually from 38.3 µM), for inactives: at the highest dose activity change, negative = inhibition, most hits filed as inhibitors; 330,000 compounds, 0.31% hits; active = well fitted inhibition curve with a large enough effect; inconclusive = small, poorly fitted or top-dose-only effect; inactive = no such curve, though single readings can be large or run the other way; tested in mouse RAW 264.7 cells; also: % is scaled to controls: 0 for no effect and ±100 for the full control effect; nearly all actives have a fitted effect of over 55% in size
FLuc modulator: counter-screen for miR-21 project: firefly luciferase inhibitors or activators; purified FLuc, Km substrates, luminescence inhibition; Potency, µM (doses to about 57.5 µM), inactives show top-dose activity change, negative = inhibition, usual class: inhibitors; 360,000 compounds, 6.9% hits; AID 588342;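 also: plate controls were vehicle for no effect and reference inhibitor for full effect; nearly all actives have a fitted effect of over 55% in size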
Target sequence (P08659 whole entry, looked up): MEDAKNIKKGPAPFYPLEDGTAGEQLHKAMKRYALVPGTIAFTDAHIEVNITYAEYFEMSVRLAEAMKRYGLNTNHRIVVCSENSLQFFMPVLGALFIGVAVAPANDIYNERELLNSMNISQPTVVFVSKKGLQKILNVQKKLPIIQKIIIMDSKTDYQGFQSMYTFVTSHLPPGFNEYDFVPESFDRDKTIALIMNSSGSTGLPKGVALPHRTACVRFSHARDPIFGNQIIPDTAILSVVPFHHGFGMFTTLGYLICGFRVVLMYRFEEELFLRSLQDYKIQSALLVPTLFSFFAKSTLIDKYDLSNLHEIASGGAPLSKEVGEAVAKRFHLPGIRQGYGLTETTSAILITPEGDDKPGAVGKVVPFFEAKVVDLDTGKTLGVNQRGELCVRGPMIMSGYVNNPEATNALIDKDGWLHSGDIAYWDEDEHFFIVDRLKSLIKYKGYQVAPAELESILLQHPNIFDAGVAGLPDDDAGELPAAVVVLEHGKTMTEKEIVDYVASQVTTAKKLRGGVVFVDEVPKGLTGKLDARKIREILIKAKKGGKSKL
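Purified P. pyralis luciferase (10nM final) with 10uM D-luciferin and 10uM ATP (Km levels) in 50mM Tris acetate pH 7.5, 10mM Mg acetate, 0.01% Tween-20, 0.05% BSA; qHTS 6-point titration, ~60 µM downward; luminescence read.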
Gal4-VP16 FLuc: counter-screen for ROR gamma inhibitors: Gal4-VP16 reporter | Drosophila S2 Gal4-VP16 UAS-luciferase, luminescence, 20 h | 310,000 compounds, 3.5% hits | Potency, µM (doses to about 53.6 µM), for inactives: at the highest dose activity, negative = inhibition, actives largely listed as inhibitors;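 also: Gal4-VP16 expression switched on by copper sulfate through the metallothionein promoter; % is scaled to controls: 0 for no effect and ±100 for the full control effect; nearly all actives have a fitted effect of over 50% in size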
MBNL1 CUG block: MBNL1-poly(CUG) RNA binding inhibition. Q9NR56. TR-FRET MBNL1-His/biotin-(CUG)12 binding, 665/545 ratio. Potency, µM (top dose mostly 57.5 µM), inactives show at the top dose activity change, negative = inhibition, usual class: inhibitors. 280,000 compounds, 0.036% hits. AID 2675; active = well fitted inhibition curve with a large enough effect in the signal ratio, with a control signal flat, not every such curve was filed as active; inconclusive = small, poorly fitted or top-dose-only effect, or effect the other way, or a change in a side signal; inactive = no such curve, though single readings can be large or run the other way; the % refers to the signal ratio; also: % is scaled to controls: 0 for no effect and ±100 for the full control effect
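Inhibition of protein-RNA binding appears as loss of TR-FRET between terbium anti-His antibody on MBNL1-His and streptavidin-XL665 on biotin-(CUG)12. Activity is normalized to buffer-only and uninhibited-complex controls.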
p53 reactivation: mutant p53 re-activation in reporter cells; H1299 p53-A138V BP100-luciferase reporter, luminescence, 24 h; Potency, µM (doses to about 92.2 µM), inactives show at the top dose activity change, positive = activation, usual class: activators; 320,000 compounds, 0.063% hits; also: % of control where 0% means no effect; nearly all actives have a fitted effect of over 45% in size
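H1299 (p53-null), stable ts p53-A138V + BP100-Luc; 1000 cells/well, Opti-MEM/10% FBS; cpd 4 pt, 1:5; 24 h, 37 deg C, 5% CO2; detection reagent 10 min RT; luminescence.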
The depositor's hits bear a star; ? = inconclusive; . = no result given; & = joins results of further samples; [ ] = another dose, or the depositor's remark. Unless noted, calls follow the shape of the dose curve; as a rule, active = well fitted curve in the direction sought with a large enough effect; inconclusive = small, poorly fitted or top-dose-only effect, or another doubt; inactive = no such curve, though single readings can be large; an effect the other way counts as inactive or inconclusive. Potency is read from the fitted curve at half-maximal effect.

compound	BRCA1 expr up	ELG1 genotox	Rab9 promoter act	RORg inh	NPC1 prom act	uPA surface inh	FLuc modulator	Gal4-VP16 FLuc	MBNL1 CUG block	p53 reactivation
COC(=O)C(NS(=O)(=O)c1ccccc1Br)C(C)C (stereo not drawn)	0%	-2%	-1%	1%&0%	-3%	-20%	-2%	22%&3%	-9%	2%
CC(C)COP(=O)(OCC(C)C)C(O)c1ccc(N(C)C)cc1 (stereo not drawn)	2%	-1%	0%	?	-3%	2%	0%	-4%	-5%	0%
O=S(=O)(/N=C(\c1ccccc1)N1CCOCC1)c1cccs1	-18%	4%	0%	-13%	-2%	-1%	0%	-8%	-13%	-1%
O=C(Nc1nc2cc3c(cc2s1)OCO3)c1cccc(N2C(=O)CCC2=O)c1	57%	8%	29%	-10%	24%	?	0.95µM*	1%	-11%	6%
CC(O)C(NS(=O)(=O)c1ccc(Cl)cc1)C(=O)OCC(=O)Nc1cccnc1Cl (stereo not drawn)	-58%	1%	1%	3%	0%	4%	7%	2%	-10%	7%
CCN1C(=O)C(=O)N(CC(=O)N(C)CC(=O)Nc2ccccc2C(F)(F)F)C1=O	-2%	-1%	.	.	.	4%	.	.	.	-4%
Cc1cccc(C(=O)OCC(=O)c2ccc3c(c2)OCO3)c1O	6.3µM*	2.6µM*	1.4µM*	-13%	0.45µM*	?	0.38µM*	7%	18%	?
CCn1c(SCC(=O)c2ccc(OC)cc2)nnc1C(C)NC(=O)c1ccc(OC)cc1 (stereo not drawn)	3%	9%	-6%	-29%	-6%	-7%	2%	7%	-1%	-5%
COc1cccc(Nc2nc(-c3ccc4c(c3)OCCO4)cs2)c1	?	?	3.2µM*	-27%	?	-1%	3.4µM*	-15%	18%	?
CS(=O)(=O)Nc1cccc(C(=O)OCCCOc2ccc(F)cc2)c1	19%	-3%	-5%	1%	-2%	1%	-16%	4%	-3%	1%
CC(c1cccs1)N(Cc1ccco1)C(=O)Nc1ccc(Cl)c(Cl)c1 (stereo not drawn)	-49%	-8%	-3%	42%	-1%	.	-11%	-6%	0%	10%
CC(C)(C)c1ccc(C(=O)N2CCN(c3ccc(N4CCOCC4)nn3)CC2)cc1	-8%	1%	-4%	.	-2%	-3%	-15%	.	.	1%
Cc1ccc(NC(=O)CCN2C(=O)c3ccccc3S2(=O)=O)cc1F	1%	15%	1%	.	0%	1%	-2%	.	.	-4%
CC1CCCCN1C(=O)Nc1cccc(C(F)(F)F)c1 (stereo not drawn)	10%	-1%	1%	22%	-2%	-1%	-1%	22%	-4%	-2%
CCCCCc1ccc(-c2cn(CCc3c[nH]c4ccccc34)nn2)cc1	-9%	4%	-2%	-11%	-1%	-16%	0%	-26%	1%	10%
CCN(CC)C(=O)Cn1c(=O)n(-c2ccccc2)c(=O)n1CC(=O)N(CC)CC	0%	-2%	-1%	-4%	1%	0%	5%	3%	-17%	-5%
O=C(CCNS(=O)(=O)c1ccccc1)NCCSc1ccc(Br)cc1	9%	-3%	-3%	.	1%	-6%	-1%	.	.	11%
CCOc1ccc(N2CC(O)=C(c3nc4ccccc4c(=O)[nH]3)C2=N)cc1	10%	-2%	-2%	-15%	-5%	-1%	5%	-6%	-6%	6%
Cc1ccc(NC(=O)CSc2ccc(Br)cc2)cc1S(=O)(=O)N1CCOCC1	-38%	?	3%	.	-1%	3%	?	.	.	7%
COc1cc(/C=C(\C#N)c2ccccn2)ccc1OCc1ccccc1	41%	3%	12%	?	3%	-1%	?	-17%	24%	19%
O=C(Cn1c2ccc(F)cc2c2nc3n(c(=O)c21)CCS3)NCC1CCCO1 (stereo not drawn)	7%	3%	-5%	-8%	-4%	2%	-2%	4%	8%	-2%
CC(=O)c1cccc(NC(=S)NC(=O)c2ccc(Br)cc2)c1	?	?	?	5.6µM*	?	-1%	-13%	10µM*	?	?
CCOC(=O)[C@@H]1[C@H]2COc3ccc(Br)cc3[C@@H]2N2C(=O)N(c3ccc(OC)cc3)C(=O)[C@@]12C	-7%	3%	.	.	.	3%	.	.	.	-4%
CN1CCN(C(=O)C2=C[C@@H](C3CCCCC3)C[C@@H](OCc3ccc(CO)cc3)O2)CC1	-29%	-1%	-1%	0%	2%	-4%	-2%	0%	-5%	-5%
O=C(CN1CCCC1)N1CCN(c2ccccc2)CC1	-2%	2%	-3%	0%	-1%	1%	0%	-2%	-8%	3%
CN(C)/C=C1\C(=O)NN=C1C(F)(F)F	-3%	-1%	0%	32%	-4%	-3%	6%	-1%	-8%	6%
C/C(CC(=O)Nc1cccc2c1CCCC2)=N\NC(=O)Cc1ccccc1	-3%	-7%	-2%	1%	-2%	3%	-1%	-11%	2%	-2%
COc1cc(OC)cc(C(=O)NCC(=O)OCc2csc(-c3ccccc3)n2)c1	31%	0%	-5%	?	0%	-5%	-16%	-5%	.	16%
CCOc1ccc(-c2cccc(NS(=O)(=O)c3cc([N+](=O)[O-])ccc3C)c2)nn1	-10%	1%	-4%	.	-1%	-9%	1%	.	.	-6%
Cc1c(C(c2cc3c(cc2Br)OCO3)c2c(C)n(C)n(-c3ccccc3)c2=O)c(=O)n(-c2ccccc2)n1C	-23%	3%	0%	41%	0%	8%	1%	4%	-3%	1%
COc1ccc(NC(=O)C(c2ccc(OC)cc2)N(C)C(=O)c2cnccn2)cc1 (stereo not drawn)	1%	1%	-1%	19%	9%	-2%	2%	-6%	1%	4%
c1ccc(CSc2nnc(-c3ccco3)o2)cc1	0%	?	?	21%	?	1%	17µM*	20%	-2%	?
CC1(c2ccc(Cl)cc2Cl)NC(=O)N(CC(=O)Nc2cccnc2Cl)C1=O (stereo not drawn)	-1%	0%	-4%	.	-1%	3%	-2%	.	.	-7%
Cn1c(=NC(=O)CS(=O)(=O)c2ccccc2)sc2ccccc21	?	12%	?	.	?	14%	2%	.	.	?
COc1cc(NC(=O)c2cccc(S(=O)(=O)N3CCCCC3)c2)cc(OC)c1OC	-23%	1%	.	.	.	-3%	.	.	.	-6%
Sc1nnc(-c2ccc(Cl)cc2)n1Cc1ccccc1	-36%	-1%	-4%	.	1%	-6%	0%	.	.	-2%
O=C(O)C1CCC(=O)N1Cc1ccc(F)cc1 (stereo not drawn)	0%	0%	2%	-2%	-2%	2%	0%	1%	4%	-1%
CCOC(=O)N1CCN(S(=O)(=O)c2cc(OCC(N)=O)c(C)cc2Cl)CC1	-18%	0%	-5%	-5%	-2%	-6%	0%	1%	-3%	9%
CC(C)(C)c1ccc(NC(=O)COC(=O)C2CCCC2)cc1	1%	-1%	2%	.	-1%	2%	11µM*	.	.	?
Cc1nnc(N/N=C/c2ccc(-c3ccccc3F)o2)n1N	7%	?	?	7.9µM*	28%	-9%	21µM*	?	?	-1%
NN(CCO)C(=S)Nc1ccc(Cl)cc1	72%	6%	12%	-8%	0%	4%	-4%	26%	-9%	1%
CCN(CC)CCCNC(=O)c1ccc(Cl)c(S(=O)(=O)Nc2ccccc2OC)c1	-2%[1.84 µM]	-2%	7%	25%	-3%	-1%	2%	9%	0%	5%
O=C(Cn1cc(C(=O)c2ccco2)c2ccccc21)NC1CCCC1	-6%	0%	3%	9%	0%	7%	-3%	-7%	5%	-3%
CC(=O)NS(=O)(=O)c1ccc(NC(=O)c2ccc(S(=O)(=O)N3CCCC3)cc2)cc1	10%	0%	3%	.	-7%	-23%	.	.	.	5%
C=CCN1C(=NC(=O)CCCC(=O)O)SC2CS(=O)(=O)CC21 (stereo not drawn)	-12%	1%	-4%	-1%	7%	1%	2%	-8%	-15%	2%
Nc1nc(NCCCN2CCOCC2)nc(Nc2ccc(Cl)cc2)c1[N+](=O)[O-]	-31%	12%	0%	-2%	-2%	3%	6%	-5%	-5%	-1%
COC(=O)c1nc(NC2=NCCCCC2)n[nH]1	20%	1%	-2%	?	-2%	-5%	3%	-3%	-3%	4%
CCNC(=S)N1CCN(S(=O)(=O)/C=C/c2ccccc2)CC1	2%	0%	-8%	?	2%	-6%	0%	4%	1%	-4%
O=C(CSc1nnc(-c2ccco2)o1)NC1CCCCC1	2%	-6%	4%[1.84 µM]	13%	0%	-2%	-4%	6%	-12%	3%
COc1ccc(-c2nnc(SCC(=O)c3ccc(O)cc3O)o2)cc1	34%	?	-1%	5.6µM*	15%	-2%	?	?	-14%	13%
